Screening results: PubChem BioAssay, Southern Research Specialized Biocontainment Screening Center
VEEV TC-83 Vero = inhibitors of VEEV TC-83 cytopathic effect, confirmation, Vero cells (AID 588727); 350,000 compounds, 0.13% hits; Vero cells, VEEV TC-83 cytopathic effect inhibition; higher % means a stronger effect; one-dose inhibition, % at 20 µM; IC50 in µM for titrated hits; in the data active = a potency from the dose series; inconclusive = inhibition mostly from about 14% at the one dose, without a potency; inactive = the rest, 99 in 100 with inhibition below about 12%; also: strong numbers were not always called active
H37Rv inhibition = M. tuberculosis growth inhibition, HTS (AID 449762). M. tuberculosis H37Rv growth inhibition, 7H9 media; higher % means a stronger effect. 330,000 compounds, 0.59% hits. inhibition, % at 25 µM, or IC50 in µM where a hit was titrated; in the data active = a potency from the dose series; inconclusive = inhibition above about 70% without an active follow-up result;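 also: bacterial growth assessed after seven days of incubation; strong numbers were not always called active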
PhoP GFP inhibition = PhoP regulon inhibitors, Salmonella typhi PhoP promoter GFP reporter, confirmatory (AID 1850) | Salmonella Typhi PhoP-promoter GFP reporter, fluorescence, 4 h; higher % means a stronger effect | inhibition, % at 50 µM; hits with a dose series show IC50 in µM | 310,000 compounds, 0.33% hits; in the data active = a potency from the dose series; inconclusive = inhibition mostly from about 25% at the one dose, without a potency; inactive = the rest, 99 in 100 with inhibition below about 19%;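 also: 0% = induced wells with vehicle and 100% = uninduced wells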
H1N1 NS1A inhibition = NS1A inhibition, H1N1 influenza, cell based functional assay (AID 504329); NS1A functional cell-based assay, percent inhibition; higher % means a stronger effect; one-dose inhibition, % at 12.5 µM; IC50 in µM for titrated hits; 340,000 compounds, 0.3% hits; in the data active = a potency from the dose series; inconclusive = inhibition above about 27% without an active follow-up result; also: strong numbers were not always called active
tuberculosis growth = growth inhibition of non-replicating M. tuberculosis (AID 488890) | Mycobacterium tuberculosis non-replicating, growth inhibition; higher % means a stronger effect | one-dose inhibition, % at 25 µM; IC50 in µM for titrated hits | 320,000 compounds, 0.39% hits; in the data active = a potency from the dose series; inconclusive = inhibition mostly from about 82% at the one dose, without a potency; inactive = the rest, 99 in 100 with inhibition below about 76%;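 also: plate controls were DMSO cells for no effect and high antibiotic wells for full effect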
VEEV TC-83 Vero 10K pilot screen = second read-out of VEEV TC-83 Vero, no call of its own (marks repeat the call); inhibition, %; measured here: 10K pilot screen inhibition
Active calls of the source: *; i = inactive; ? = inconclusive; . = not tested or not shown; & = joins results of further samples.

SMILES	VEEV TC-83 Vero	H37Rv inhibition	PhoP GFP inhibition	H1N1 NS1A inhibition	tuberculosis growth	others
COc1ccccc1C(=O)N/C(=C/c1ccc(Br)cc1)C(=O)NCCCn1ccnc1	8.8%	-4%	-1%	1%	20%
O=C1Cc2ccccc2Sc2ccc(O)cc21	0.9%	-8%	-6%	-1%	11%
CC(C)C(NC(=O)c1ccccc1Cl)C(=O)OCc1nc2scc(-c3ccccc3Cl)c2c(=O)[nH]1 (centres undefined)	0.6%	-10%	-8%	-6%	20%
C=C(C(=O)c1ccccc1)C(C)CC(=O)c1ccccc1 (centres undefined)	?	?	-1%	-10%	?
C[n+]1ccccc1/C=N/O	0.2%&0.1%	-4%&-3%	0%&0%	2%&-4%	-5%&2%
Cc1ccc(C(=O)Nc2ccccc2N2CCN(C(=O)C(C)C)CC2)cc1	6.3%	-1%	-3%	3%	33%
FC(F)(F)c1cccc(N2Cc3ccccc3C2)c1	7.5%	-1%	-3%	-5%	9%
Cc1cc(-c2csc(N)n2)c(C)n1-c1ccc(Cl)c(Cl)c1	0.3%	65%	6%	0%	3%
CC1CCCC(NC(=O)COC(=O)/C=C/c2ccc(S(=O)(=O)N3CCOCC3)cc2)C1C (centres undefined)	4.9%	3%	7%	1%	-4%
CN(C1(C)CCS(=O)(=O)C1)S(=O)(=O)c1ccc2ccccc2c1 (centres undefined)	i	-3%	10%	-2%	-6%
CCc1noc(C)c1C(=O)Nc1ccc(S(=O)(=O)N2CCCCC2)cc1	2.5%	2%	-2%	1%	3%
Cc1cc2ccccc2c(=O)n1CC(=O)NCCC1=CCCCC1	0.5%	-10%	25%	8%	8%
O=C(O)CN1C(=O)CSc2ccccc21	1.0%	3%	1%	8%	-2%
Cc1cccc(NC(=O)CCS(=O)(=O)c2cccc3nonc23)c1C	0.1%	11%	10%	3%	8%
CCOc1nc(-c2ccc(C)cc2)ccc1-c1noc(COC)n1	2.9%	6%	8%	5%	11%
Cc1ccc(NS(=O)(=O)c2c(C)[nH]c(=O)[nH]c2=O)cc1C	0.1%	-3%	3%	-1%	1%
CCCC(=O)N1CCCC(c2nc(-c3cccc(OC)c3)no2)C1 (centres undefined)	4.9%	-8%	-2%	-13%	12%
CC(=O)Nc1ccc(NC(=O)C(C)OC(=O)/C=C/c2cccs2)cc1 (centres undefined)	0.9%	-2%	12%	7%	4%
NP(=O)(OCC(F)(F)F)Oc1ccc(Cl)cc1 (centres undefined)	0.4%	1%	-10%	9%	-5%
O=C(COC(=O)C12CC3CC(CC(O)(C3)C1)C2)Nc1ccc(Cl)c(S(=O)(=O)N2CCOCC2)c1	7.5%	6%	.	-6%	1%
COc1cc2c(cc1OC)C(CSc1ccccc1C(=O)O)=NC(C)(C)C2	7.8%	0%	-1%	3%	-1%
O=C(NN=Cc1ccc(O)cc1)c1ccccc1NS(=O)(=O)c1cccs1	0.8%	1%	.	-7%	52%
CC(C)(C)OCC(O)CN1CCN(C(=O)c2ccccc2)CC1 (centres undefined)	i	0%	7%	2%	2%
COC(=O)C1Cc2ccccc2CN1C(=O)CCl (centres undefined)	?	?	2%	3%	?
COC(=O)CCC(=O)N1CCOCCOCCOCC1	0.3%	1%	-9%	-6%	-25%
Continued.
SMILES	VEEV TC-83 Vero	H37Rv inhibition	PhoP GFP inhibition	H1N1 NS1A inhibition	tuberculosis growth	others
COc1cc2c(cc1OC)CN(C(=O)CSc1nc(N)c(C#N)cc1C#N)CC2	10%	-7%	-6%	6%	15%
CCN(CC)C(=O)Cn1nnc(-c2ccc(S(C)(=O)=O)cc2)n1	0.7%	1%	-3%	6%	10%
O=C(CC1C(=O)NCCN1C(=O)Nc1ccccc1)Nc1cc(Cl)cc(Cl)c1 (centres undefined)	2.4%	24%	-5%	-11%	28%
CCc1sc(C(=O)NCCCn2ccnc2)cc1Br	i	-1%	-2%	-30%	11%
CC(=O)Nc1ccc(N=Nc2ccccc2)cc1	3.6%	8%	-8%	24%	52%
CCOc1ccccc1C=NN1CCCCCC1	2.7%	.	.	5%	.
CCOP(=O)(/C(C#N)=C(\C)O)c1ccccc1 (centres undefined)	0.2%	7%	-1%	-1%	75%
COC(=O)C1=C(Nc2ccccc2NC(=O)c2ccccc2C(=O)O)CSC1	7.6%	0%	12%	14%	-9%
CCOC(=O)N1CCN(C(=O)C(NC(=O)c2ccc(C(C)(C)C)cc2)C(C)C)CC1 (centres undefined)	0.1%	10%	.	-1%	12%
Cc1ccc(NC(=O)Nc2cccn(Cc3c(F)cccc3Cl)c2=O)cc1	0.2%	4%	7%	2%	1%
O=c1cc(-c2cccc(Cl)c2)oc2cccc(O)c12	i	?	-42%	2%	-15%
CCOc1ccc(S(=O)(=O)N2CCCC(C(=O)Nc3cccc(C)c3)C2)cc1 (centres undefined)	5.6%	-3%	8%	6%	-9%
CCOC(=O)N1CCN(C(=S)NC(=O)c2ccc(Br)cc2)CC1	i	?	33%	-4%	41%
O=C(/C=C/c1ccc(Cl)cc1Cl)Nc1ccncc1	2.5%	6%	-8%	-5%	21%
CC(C)Cn1c(N)c(S(=O)(=O)c2cccs2)c2nc3ccccc3nc21	7.2%	.	.	8%	.
COc1ccc(S(=O)(=O)N2CCN(c3ccccc3)CC2)cc1C(=O)N1CCCC1	0.2%	0%	-5%	4%	-9%
Cc1ccc(C)c(C(C)NC(=O)C2C3CCC(O3)C2C(=O)O)c1 (centres undefined)	.	-2%	-11%	.	-2%
CCOC(=O)C1(Cc2ccc(OC)cc2)CCN(C(=O)Cc2cccnc2)CC1	7.2%	9%	-3%	2%	41%
Cc1onc(-c2ccccc2)c1C(=O)N1CCN(C/C=C/c2ccccc2)CC1	i	-5%	-20%	-1%	23%
CCc1cccc(C)c1NC(=O)COC(=O)CNC(=O)c1cccs1	1.5%	-1%	-12%	-8%	9%
Cc1ccc(-c2cnc(N)n2C)cc1C	1.2%	4%	15%	12%	34%
CCOC(=O)NC(=O)COC(=O)CCCSc1nc2ccccc2s1	0.9%	-11%	2%	-3%	i
CCOC(=O)C1(c2ccccc2)CCN(CCC(C#N)(c2ccccc2)c2ccccc2)CC1	10%	?	8%	-7%	45%
COc1ccc2oc(C(F)(F)C(F)F)cc(=O)c2c1	i	-6%	-2%	-2%	-1%
Cc1ccc(NC(=O)C2(NC(=O)c3ccccn3)CCCCC2)cc1Br	2.2%	3%	-3%	4%	34%
Further records.
SMILES	VEEV TC-83 Vero	H37Rv inhibition	PhoP GFP inhibition	H1N1 NS1A inhibition	tuberculosis growth	others
CCOC(=O)c1cnc2ccccc2c1NCCc1ccc(OC)c(OC)c1	5.5%	-13%	-9%	0%	9%
NC(=O)c1ccc(N2CCCCC2)c(N2C(=O)CCC2=O)c1	0.4%	-4%	-10%	-13%	-16%
CC(C)(C)OC(=O)NCCCCCc1cn([C@@H](CO)C(=O)NCCCCCCCCCCC(=O)N2CCN(C(=O)OC(C)(C)C)CC2)nn1	6.7%	57%	-4%	2%	37%
CCOc1cccc(CN(C)CC2CCCN(CCc3ccc(Cl)cc3)C2)c1O (centres undefined)	i	5%	-9%	9%	49%
COc1ccc2oc(-c3ccncc3)cc(=O)c2c1	3.0%	.	.	-14%	.
COc1cc(-c2nc3cnccn3c2Nc2ccccc2)ccc1O	11%	-5%	.	-4%	10%
COc1cccc(CNC(=O)COC(=O)CN(C)S(=O)(=O)c2ccc(NC(C)=O)cc2)c1	1.9%	-15%	-1%	-7%	-6%
CC1=C(C)/C(=N\OC(=O)/C=C/c2ccccc2)C=CC1=O	6.4%	?	14%	9%	?
COCCN(C(=S)Nc1ccc(OC)cc1)C(C)c1cccs1 (centres undefined)	2.0%	-8%	-13%	0%	3%
O=C(Nc1ccc(N2C(=O)CCC2=O)cc1Cl)c1cccs1	1.2%	3%	-10%	10%	-16%
COc1ccccc1NC(=O)COC(=O)c1c(C)nn(-c2ccccc2)c1C	9.7%	4%	.	-10%	53%
O=C(c1ccc(COc2ccc(Br)cc2)o1)N1N=C(C(F)F)CC1(O)C(F)F (centres undefined)	1.7%	1%	-1%	-19%	46%
COc1ccc(C(NC(C)=O)c2cc(Cl)c3cccnc3c2O)cc1OC (centres undefined)	5.2%	1%	10%	4%	-20%
Cc1cccc(C(=O)NNC(=O)C2CCN(C(=O)OC(C)(C)C)CC2)c1	6.9%	1%	3%	-2%	2%
O=C1OCC(c2ccc(Cl)s2)=C1c1ccccc1[N+](=O)[O-]	i	7%	-9%	-1%	4%
CCN1CCN(c2ccc(NC(=O)c3ccc(OC)c(S(=O)(=O)N4CCCC4)c3)cc2)CC1	1.9%	-2%	.	-7%	21%
O=C(COc1ccc(Cl)cc1Cl)NNC(=S)Nc1ccc(F)cc1	3.3%	6%	-4%	1%	19%	VEEV TC-83 Vero 10K pilot screen=0.2
CCOC(=O)C1(Cc2cccc(OC)c2)CCN(Cc2cccc(OCC)c2O)CC1	3.4%	3%	4%	-6%	31%
COc1cc(NC(=O)C2CCCN(S(=O)(=O)c3cccc4nsnc34)C2)cc(OC)c1 (centres undefined)	1.8%	-10%	7%	7%	.

16 structures already listed, ordered by number of heavy atoms, rising:
SMILES	VEEV TC-83 Vero	H37Rv inhibition	PhoP GFP inhibition	H1N1 NS1A inhibition	tuberculosis growth	others
Cc1ccc(-c2cnc(N)n2C)cc1C	1.2%	4%	15%	12%	34%
COc1ccc2oc(-c3ccncc3)cc(=O)c2c1	3.0%	.	.	-14%	.
CC1=C(C)/C(=N\OC(=O)/C=C/c2ccccc2)C=CC1=O	6.4%	?	14%	9%	?
NC(=O)c1ccc(N2CCCCC2)c(N2C(=O)CCC2=O)c1	0.4%	-4%	-10%	-13%	-16%
COCCN(C(=S)Nc1ccc(OC)cc1)C(C)c1cccs1 (centres undefined)	2.0%	-8%	-13%	0%	3%
O=C(COc1ccc(Cl)cc1Cl)NNC(=S)Nc1ccc(F)cc1	3.3%	6%	-4%	1%	19%	VEEV TC-83 Vero 10K pilot screen=0.2
CCc1cccc(C)c1NC(=O)COC(=O)CNC(=O)c1cccs1	1.5%	-1%	-12%	-8%	9%
Cc1ccc(NC(=O)C2(NC(=O)c3ccccn3)CCCCC2)cc1Br	2.2%	3%	-3%	4%	34%
COc1ccc(C(NC(C)=O)c2cc(Cl)c3cccnc3c2O)cc1OC (centres undefined)	5.2%	1%	10%	4%	-20%
O=C(c1ccc(COc2ccc(Br)cc2)o1)N1N=C(C(F)F)CC1(O)C(F)F (centres undefined)	1.7%	1%	-1%	-19%	46%
CCOc1cccc(CN(C)CC2CCCN(CCc3ccc(Cl)cc3)C2)c1O (centres undefined)	i	5%	-9%	9%	49%
COc1cc(NC(=O)C2CCCN(S(=O)(=O)c3cccc4nsnc34)C2)cc(OC)c1 (centres undefined)	1.8%	-10%	7%	7%	.
COc1cccc(CNC(=O)COC(=O)CN(C)S(=O)(=O)c2ccc(NC(C)=O)cc2)c1	1.9%	-15%	-1%	-7%	-6%
CCN1CCN(c2ccc(NC(=O)c3ccc(OC)c(S(=O)(=O)N4CCCC4)c3)cc2)CC1	1.9%	-2%	.	-7%	21%
CCOC(=O)C1(c2ccccc2)CCN(CCC(C#N)(c2ccccc2)c2ccccc2)CC1	10%	?	8%	-7%	45%
CC(C)(C)OC(=O)NCCCCCc1cn([C@@H](CO)C(=O)NCCCCCCCCCCC(=O)N2CCN(C(=O)OC(C)(C)C)CC2)nn1	6.7%	57%	-4%	2%	37%
